LYP phosphatase: PTPN22 lymphoid phosphatase activity blockers – biochemical, fluorescence intensity, uHTS (AID 1779) | recombinant LYP phosphatase, fluorescence intensity; higher % means a stronger effect | one-dose inhibition, % at 11.5 µM; IC50 in µM for titrated hits | 290,000 tested, 0.054% active;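 further: plate controls were vehicle with enzyme for no effect and no enzyme for full effect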
NOD1 NF-kB reporter: inhibition of NOD1-driven NF-kB reporter – cell-based, luminescence, uHTS, primary screen (AID 1578). NOD1-driven NF-kB luciferase reporter cells, luminescence; higher % means a stronger effect. one-dose inhibition, % at 4 µM; EC50 in µM for titrated hits. 290,000 tested, 1% active; in the data active means inhibition mostly above about 36%, no sharp cut-off; inactive means mostly below about 34%;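 further: HEK-293T reporter cells stimulated with the NOD1 agonist gamma-tri-DAP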
human PMI inhibitors: MPI inhibition at elevated mannose 6-phosphate – biochemical, fluorescence intensity, high mannose 6-phosphate, primary screen (AID 1220) | inhibition, % at 20 µM, or IC50 in µM where a hit was titrated | 190,000 tested, 0.66% active | recombinant PMI enzyme, coupled fluorescence intensity; higher % means a stronger effect
HEK293 NOD2/NF-kB: inhibition of NOD2-driven NF-kB reporter – cell-based, luminescence, uHTS, HEK293 (AID 1566); HEK293 NOD2/NF-kB luciferase reporter, luminescence; higher % means a stronger effect; 290,000 tested, 0.63% active; inhibition, % at 4 µM, or EC50 in µM where a hit was titrated; further: many of its hits are not listed in these tables
XIAP antagonists: small molecules displacing peptide from XIAP – biochemical, IAP family, fluorescence polarization (AID 1018); XIAP BIR domain, fluorescence polarization peptide displacement; higher % means a stronger effect; displacement, % at 20 µM, or IC50 in µM where a hit was titrated; 200,000 tested, 0.007% active; in the data active means displacement above about 50%; further: a part of the inactive calls stands beside numbers as strong as those of hits
human PMI inhibition: MPI enzyme activity inhibition – biochemical, fluorescence intensity, coupled assay, primary screen (AID 1209); purified PMI enzyme, coupled fluorescence intensity; higher % means a stronger effect; 190,000 tested, 0.42% active; one-dose inhibition, % at 20 µM; IC50 in µM for titrated hits;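 further: plate controls were DMSO vehicle for no effect and wells lacking substrate for full effect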
KOR beta-arrestin-1: KOR antagonists, beta-arrestin recruitment, cell-based, luminescence, uHTS (AID 1778). KOR beta-arrestin recruitment, luminescence, antagonist mode; higher % means a stronger effect. one-dose inhibition, % at 10 µM; IC50 in µM for titrated hits. 290,000 tested, 0.091% active; further: strong numbers were not always called active
TNAP activation fold: stimulation of alkaline phosphatase TNAP activity – biochemical, luminescent, no phosphate acceptor, uHTS, primary screen (AID 1001); purified TNAP, luminescent activation assay, no phosphate acceptor; higher activation fold means a stronger effect; 200,000 tested, 0.03% active; one-dose activation fold at 20 µM; EC50 in µM for titrated hits; in the data active means activation fold from about 3, or a potency from the dose series; inactive means the rest, 99 in 100 with activation fold below about 1.6; further: many of its hits are not listed in these tables
KOR beta-arrestin-2: kappa opioid receptor activators – cell-based, luminescence, uHTS, primary screen (AID 1777); KOR beta-arrestin recruitment, luminescence; higher % means a stronger effect; 280,000 tested, 0.02% active; one-dose activation, % at 10 µM; EC50 in µM for titrated hits; in the data active means activation above about 50%, passing the limit was not always enough; further: a part of the inactive calls stands beside numbers as strong as those of hits
* hit, by the source's call; · = not tested or not shown; [ ] = dose if it differs, or a comment. Unless noted, no stated cut-off is given here; in the data, active means inhibition above about 50%; inactive means the rest. An excerpt; the hit share may differ from the screen's.

SMILES | LYP phosphatase | NOD1 NF-kB reporter | human PMI inhibitors | HEK293 NOD2/NF-kB | XIAP antagonists | human PMI inhibition | KOR beta-arrestin-1 | TNAP activation fold | KOR beta-arrestin-2
Cn1c(-c2ccc(Cl)cc2)cnc1NCc1cc2c(cc1[N+](=O)[O-])OCO2 | -1% | -12% | 1% | 6% | -4.0% | 7% | 2% | 1.1 | 0.6%
O=C(O)c1ccc(N2C(=O)CC(N3CCN(c4cccc(C(F)(F)F)c4)CC3)C2=O)cc1 (stereo not given) | -8% | -15% | · | -2% | · | · | 12% | · | -0.3%
CCOC(=O)Cc1nnc(Nc2ccc(C(=O)NC)cc2)c2ccccc12 | -8% | 5% | · | -2% | · | · | 3% | · | 6.0%
O=C(NCc1ccco1)c1cc2n(n1)C(C(F)(F)F)CC(c1ccc(Cl)c(Cl)c1)N2 (stereo not given) | -6% | -8% | 11% | -25% | 0.7% | 7% | 16% | 1.1 | -2.1%
C/C(CC(=O)Nc1ccccn1)=N\NC(=O)c1cnccn1 | -5% | -3% | · | -2% | · | · | 13% | · | -1.0%
CCS(=O)(=O)Nc1ccc(NC(C)=O)cc1 | -10% | -7% | 0% | 2% | -12% | -4% | 1% | 1.1 | -4.3%
O=C1CS/C(=C/C(=O)c2ccccc2)N1 | -3% | -28% | 3% | 1% | 0.6% | 4% | 14% | 1.1 | 1.6%
Cc1cc(NC(=O)CSc2nc(-c3ccccc3)c(C#N)c(=O)[nH]2)no1 | -7% | 10% | -7% | 16% | -5.3% | -4% | 2% | 1.1 | -5.0%
C=CCOC(=O)C1=C(C)Nc2[nH]c(=O)[nH]c(=O)c2C1c1ccccc1 (stereo not given) | -3% | -26% | 3% | -21% | -7.0% | -3% | -5% | 1.1 | 0.7%
Cc1nccn1CCC(=O)O | -5% | -9% | 1% | 13% | -2.1% | -4% | 22% | 0.9 | 9.4%
O=[N+]([O-])/C(C(Cl)=C(Cl)Cl)=C(/Sc1ccccc1)N1CCCCC1 | -3% | -11% | · | -5% | · | · | -6% | · | 3.2%
COc1cc(C(=O)NC2CCCc3ccccc32)cc(OC)c1C (stereo not given) | -1% | 16% | · | -13% | · | · | 30% | · | -3.5%
Cc1ccc(/C=N/N2CCN(C3c4ccccc4-c4ccccc43)CC2)o1 | 6% | 0% | · | -6% | · | · | 3% | · | ·
CCOC(=O)c1c(N)n[nH]c1-c1ccccc1 | -6% | -11% | -8% | 11% | -3.0% | -4% | -24% | 1 | -0.3%
CCOC(=O)C(C)(C)Sc1nc2c(cnn2-c2ccc(C)cc2)c(=O)[nH]1 | -3% | -1% | -9% | 11% | 0.3% | -5% | 36% | 1.1 | 5.3%
COc1cc2c(cc1OC)C(C)N(C(=O)c1cc(Cl)nc(Cl)c1)CC2 (stereo not given) | -16% | 5% | · | -12% | · | · | -28% | · | -2.2%
CC1(C)CC(=O)C=C(NCc2cccs2)C1 | -8% | -5% | -2% | 1% | -4.6% | -2% | 11% | 1.1 | -4.4%
CCCOC(=O)c1ccc(-n2nnnc2SCC(=O)N2CCCCC2)cc1 | 1% | 1% | 3% | 15% | -2.1% | -3% | 5% | 1.1 | 4.3%
COc1ccc(OCC(=O)Nc2ccccc2OC(F)F)cc1 | -1% | -21% | 4% | -6% | -1.3% | 6% | -48% | 1.1 | 4.1%
Cc1ccc(CNS(=O)(=O)c2c(C(=O)N3CCCCC3)c(C)n(C)c2C)cc1 | -5% | -11% | · | 7% | · | · | -20% | · | 2.1%
CCNCCNC(=O)c1c(O)c2cccc3c2n(c1=O)CCC3 | -12% | 13% | 2% | 1% | -3.6% | -1% | 26% | 1.1 | -3.7%
O=C(Cn1nc(-c2ccccc2)c2ccccc2c1=O)Nc1ccccn1 | 2% | -19% | -9% | -23% | -9.3% | -7% | -22% | 1.1 | -2.3%
Cc1cc(C)nc(N2CCCC(C(=O)Nc3ccc4c(c3)OCO4)C2)n1 (stereo not given) | -1% | -13% | 6% | 1% | -0.8% | 7% | 27% | 1 | -3.7%
Cc1cc(C(=O)OCC(=O)N2CCN(C(=O)c3ccco3)CC2)c(C)n1-c1ccc(F)cc1 | -14% | 6% | 10% | 9% | -10% | 9% | -26% | 1.1 | -2.1%
CCN(CC)S(=O)(=O)c1c(Br)cc(C)cc1Br | -2% | 4% | 10% | -2% | -6.3% | 15% | 10% | 1.1 | 4.8%
Cc1cc(=O)oc2c3c(cc(OCC(=O)NCc4ccco4)c12)OC(C)(C)CC3 | -19% | -29% | · | 17% | · | · | -81%[20 µM] | · | 1.8%
CCCCOC(=O)c1ccc(Nc2ccc([N+](=O)[O-])cn2)cc1 | -1% | 12% | -10% | -34% | -9.9% | -10% | 24% | 1.1 | 3.0%
CC1=C(C(=O)OC2CCCC2)C(c2coc3ccc(C)cc3c2=O)C2=C(CCCC2=O)N1 (stereo not given) | -1% | -22% | 1% | -3% | -3.5% | -4% | -2% | 1.1 | -1.9%
COc1cccc(C(=O)Nc2ccc(S(=O)(=O)N3CCCCC3)cc2)c1OC | -6% | 1% | · | 15% | · | · | 4% | · | -0.3%
CC#CC(=O)NC1CCCN(C2Cc3ccccc3C2)C1 (stereo not given) | -10% | -17% | · | -9% | · | · | -31%[20 µM] | · | -4.4%
COC(=O)C1=C(C)NC2=C(C1c1ccc(O)cc1)S(=O)(=O)c1ccccc12 (stereo not given) | -8% | -39% | -12% | -12% | -3.6% | -11% | 5% | 1.1 | -0.8%
CCOC(=O)C(CC)n1cnc2c(nnn2-c2cccc(OC)c2)c1=O (stereo not given) | -10% | 2% | · | 11% | · | · | -4% | · | -5.7%
OCCC1CN(Cc2cnn(-c3ccc(F)cc3)c2)CCN1Cc1ccsc1 (stereo not given) | -7% | -13% | 12% | 10% | -10% | 8% | -18%[20 µM] | 1.1 | ·
CN(CC(=O)Nc1ccc(Cl)c(Cl)c1)C1CCCCC1 | -7% | -29% | · | -17% | · | · | -7% | · | 3.8%
CC(=O)Nc1ccc(S(=O)(=O)Nc2ccc(S(=O)(=O)Nc3ncccn3)cc2)cc1 | -7% | -35% | · | -10% | · | · | -46% | · | 2.5%
COc1ccc(Cl)cc1-c1nc(SCC(=O)NC(C)C(C)C)n[nH]1 (stereo not given) | 0% | -18% | -1% | 3% | -5.5% | -1% | -25% | 1.1 | -2.6%
O=C(CSc1nnnn1-c1cccc2ccccc12)N1CCOCC1 | -8% | -13% | 6% | -6% | 4.5% | 12% | 18% | 1.1 | -2.5%
Cc1oc(-c2ccccc2Cl)nc1CS(=O)(=O)CC(=O)NCCc1ccccc1 | -3% | -10% | · | 16% | · | · | -32%[20 µM] | · | -1.8%
CC(C)c1ccc(/C=C/C(=O)NC(=S)NN2CCOCC2)cc1 | -2% | -6% | · | 0% | · | · | -11% | · | -4.5%
O=c1[nH]c(-c2ccc(O)cc2)nc2scc(-c3cccs3)c12 | -7% | -10% | · | -76% | · | · | -20% | · | -6.7%
COCCNC(=S)NNC(=O)c1cccs1 | -7% | -21% | -1% | 15% | -5.3% | -1% | -42%[20 µM] | 1.2 | -4.7%
CCc1nnc(NC(=O)c2ccc(S(=O)(=O)N3CCOCC3)cc2)s1 | -3% | -1% | 4% | 1% | -5.5% | 5% | 28% | 1.2 | -2.0%
Cc1ccccc1NC(=O)c1ccccc1NC(=O)c1cccs1 | -5% | 11% | · | 3% | · | · | 3% | · | 0.9%
COc1ccc(C(=O)O)nc1C | -8% | 8% | · | -16% | · | · | 4% | · | 0.9%
Oc1[nH]c2ccccc2c1N=Nc1ccc(F)cc1 | 0% | -27% | -3% | -102% | -6.1% | 10% | 6% | 1 | 1.2%

Not a retest: an excerpt of the list.
SMILES | LYP phosphatase | NOD1 NF-kB reporter | human PMI inhibitors | HEK293 NOD2/NF-kB | XIAP antagonists | human PMI inhibition | KOR beta-arrestin-1 | TNAP activation fold | KOR beta-arrestin-2
COC(=O)C1=C(C)NC2=C(C1c1ccc(O)cc1)S(=O)(=O)c1ccccc12 (stereo not given) | -8% | -39% | -12% | -12% | -3.6% | -11% | 5% | 1.1 | -0.8%
CCOC(=O)C(CC)n1cnc2c(nnn2-c2cccc(OC)c2)c1=O (stereo not given) | -10% | 2% | · | 11% | · | · | -4% | · | -5.7%
OCCC1CN(Cc2cnn(-c3ccc(F)cc3)c2)CCN1Cc1ccsc1 (stereo not given) | -7% | -13% | 12% | 10% | -10% | 8% | -18%[20 µM] | 1.1 | ·
CN(CC(=O)Nc1ccc(Cl)c(Cl)c1)C1CCCCC1 | -7% | -29% | · | -17% | · | · | -7% | · | 3.8%

Remaining list, next part:
SMILES | LYP phosphatase | NOD1 NF-kB reporter | human PMI inhibitors | HEK293 NOD2/NF-kB | XIAP antagonists | human PMI inhibition | KOR beta-arrestin-1 | TNAP activation fold | KOR beta-arrestin-2
NC(=O)CC(c1ccccc1)c1ccc2c(c1)OCO2 (stereo not given) | -3% | -27% | · | -13% | · | · | 15% | · | -2.9%
CC(C)(C)NC(=O)c1ccc2c(c1)C(=O)N(C1CCCCC1)C2=O | 2% | -5% | 20% | 6% | -3.1% | 17% | -14% | 1 | -0.7%
COc1nccnc1NS(=O)(=O)c1ccc(N=Cc2c(C)[nH]n(-c3ccccc3)c2=O)cc1 | -4% | -21% | -7% | -9% | -5.8% | -20% | 21% | 1 | -0.5%
CC1(c2ccccc2)NC(=O)N(Cc2ccc([N+](=O)[O-])cc2)C1=O (stereo not given) | -5% | -33% | 1% | 7% | -1.0% | 10% | 30% | 1 | -1.0%
CN(C)c1ccc(NC(=O)Nc2cccc(Cl)c2)cc1 | 3% | · | 18% | -93% | 1.5% | 20% | 36% | 1.1 | -2.3%
CCC1CCCCN1C(=O)CSc1nnc(-c2ccco2)o1 (stereo not given) | -8% | -3% | 5% | 8% | -7.3% | 1% | -12% | 1 | -1.9%
CCc1ccc(NC(=S)Nc2ccc3[nH]c(=O)[nH]c3c2)cc1 | -8% | 5% | · | 22% | · | · | 9% | · | -1.2%
CCc1cc2c(=O)c(-c3ccon3)c(N)oc2cc1OC | -4% | -39% | 8% | -55% | 2.0% | 10% | -38% | 1.1 | 1.1%
Cc1cc(NC(=O)COC(=O)c2n[nH]c3ccccc23)no1 | -4% | 6% | 10% | -16% | -2.0% | 1% | 17% | 0.5 | 16%

Three entries from above, with two lines to a compound.
Values run as follows: LYP phosphatase | NOD1 NF-kB reporter | human PMI inhibitors | HEK293 NOD2/NF-kB | XIAP antagonists | human PMI inhibition | KOR beta-arrestin-1 | TNAP activation fold | KOR beta-arrestin-2
- NC(=O)CC(c1ccccc1)c1ccc2c(c1)OCO2 (stereo not given)
  -3% | -27% | · | -13% | · | · | 15% | · | -2.9%
- CC(C)(C)NC(=O)c1ccc2c(c1)C(=O)N(C1CCCCC1)C2=O
  2% | -5% | 20% | 6% | -3.1% | 17% | -14% | 1 | -0.7%
- CCc1ccc(NC(=S)Nc2ccc3[nH]c(=O)[nH]c3c2)cc1
  -8% | 5% | · | 22% | · | · | 9% | · | -1.2%
